FAS-TE inh – FAS thioesterase domain inhibitors, primary screen, biochemical, fluorescence intensity, uHTS; AID 602261, 2012; 360,000 compounds, 0.67% hits; recombinant FAS-TE, OMFH fluorogenic substrate, fluorescence endpoint; Fatty acid synthase (Homo sapiens), P49327; inhibition, % at 15 µM;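 active = compounds whose normalised, plate-corrected inhibition of enzyme fluorescence in the single-dose primary screen is 50% or more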;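 also: 0% = DMSO with enzyme and 100% = substrate without enzyme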
Rpn11 block – Rpn11 (PSMD14) deubiquitinase inhibitors, primary screen, biochemical, fluorescence polarization, uHTS; 26S proteasome non-ATPase regulatory subunit 14 (Homo sapiens), O00487; human 26S proteasome, Ub4-pepOG fluorescence polarization; 20S core pre-blocked with epoxomicin; calls only at 20 µM; 360,000 compounds, 0.59% hits;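 active = inhibition at 20 µM, scaled to each plate's controls, above about 33%, limit read from the data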
Target sequence (O00487 whole entry, looked up): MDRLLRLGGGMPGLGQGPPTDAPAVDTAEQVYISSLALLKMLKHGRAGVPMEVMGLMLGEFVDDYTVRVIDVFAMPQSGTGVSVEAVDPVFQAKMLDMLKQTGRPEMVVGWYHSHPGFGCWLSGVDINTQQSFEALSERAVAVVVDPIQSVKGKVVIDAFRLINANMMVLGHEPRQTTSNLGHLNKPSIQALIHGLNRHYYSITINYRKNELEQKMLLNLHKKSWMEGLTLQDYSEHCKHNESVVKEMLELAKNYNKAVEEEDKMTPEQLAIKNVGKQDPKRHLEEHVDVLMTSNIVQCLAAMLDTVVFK
NadD block – inhibitors of S. aureus NadD, primary screen, biochemical, colorimetric, uHTS; Nicotinate-nucleotide adenylyltransferase NadD (Staphylococcus aureus N315); purified NadD enzyme, colorimetric absorbance read-out; inhibition, % at 20 µM; 360,000 compounds, 0.78% hits; in the data active = inhibition above about 26%; also: some compounds past the cut are filed as inactive
MT1-MMP act inh – blockers of MT1-MMP proenzyme processing, primary screen, HT1080 RFP-PRO-GFP cells, GFP/RFP fluorescence. 360,000 compounds, 0.061% hits. Matrix metalloproteinase-14 (Homo sapiens), P50281. GFP/RFP ratio change, % at 20 µM. GFP/RFP ratio fluorescence, overnight; percent of plate control window, DMSO zero;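 active = GFP/RFP ratio change of at least 30% with cell ATP level not reduced by more than half and red fluorescence within 50% of control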; also: strong numbers were not always called active
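Test system: HT1080 RFP-PRO-GFP cells; Benchmarks: DMSO and RFP-L50D-GFP cell wells; Timing: cells overnight before dosing, compound overnight, 37 °C, 5% CO2; Compound: one 20 µM compound dose with 1% DMSO; Read-out: GFP/RFP fluorescence ratio.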
CSN deneddyl inh – inhibitors of CSN-mediated cullin deneddylation, primary screen, biochemical, fluorescence polarization, uHTS. COP9 signalosome complex subunit 5 (Homo sapiens), Q92905. Purified CSN, SCF-Nedd8-OG deneddylation. inhibition, % at 12.5 µM. 360,000 compounds, 0.38% hits. AID 651999, 2013;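 active = pattern-corrected inhibition above about 35%, with an unprinted fluorescence ratio check between 0.5 and 1.5, limit read from the data, passing the limit was not always enough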;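 also: 0% = enzyme with substrate and 100% = substrate without enzyme; some results filed as inactive read as strong as hits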
Target sequence (Q92905 whole entry, looked up, one chain of several): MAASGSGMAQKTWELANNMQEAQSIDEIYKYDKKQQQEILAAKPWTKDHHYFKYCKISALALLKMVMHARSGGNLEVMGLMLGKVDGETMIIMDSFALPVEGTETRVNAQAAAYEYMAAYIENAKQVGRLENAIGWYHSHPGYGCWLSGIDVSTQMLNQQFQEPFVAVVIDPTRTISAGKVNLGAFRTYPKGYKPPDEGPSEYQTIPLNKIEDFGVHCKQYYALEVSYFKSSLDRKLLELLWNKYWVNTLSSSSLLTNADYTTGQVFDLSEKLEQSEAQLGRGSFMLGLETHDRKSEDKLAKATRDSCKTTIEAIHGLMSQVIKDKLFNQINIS
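Test system: Human Csn5 produced in HEK293T cells | Compound: 12.5 µM single point | Times: 90 min, room temperature | Signal: Fluorescence polarization readout | Read-out basis: % inhibition of substrate cleavage by Csn5 | Controls: no-enzyme wells high, enzyme-with-substrate wells low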
Neddyl block – inhibitors of cullin neddylation, primary screen, biochemical, TR-FRET, uHTS, NAE and Ubc12. NEDD8-conjugating enzyme Ubc12 (Homo sapiens) + NEDD8-activating enzyme E1 regulatory …. AID 651699, 2012. calls only at 25 µM. 360,000 compounds, 0.58% hits; in the data active = inhibition above about 36%
SKN-1 block – suppressors of acrylamide-induced Pgst-4::GFP reporter in worms, primary screen, SKN-1 inhibitor project, whole organism, uHTS, GFP/RFP fluorescence ratio, strain VP596 | C. elegans VP596 Pgst-4::GFP/RFP ratio, 24 h | inhibition, % at 21.8 µM | 360,000 compounds, 0.49% hits;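 active = interference check ratio from 0.5 to 1.5 plus GFP to RFP signal ratio inhibition reaching or exceeding a fixed threshold, cut at about 30% in these data, passing the limit was not always enough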; also: some compounds called inactive have numbers as strong as hits
Rin1-Abl PPI inh – inhibitors of Rin1-Abl protein binding, primary screen, biochemical, TR-FRET | Tyrosine-protein kinase ABL1 (Homo sapiens) + Ras and Rab interactor 1 (Homo sapiens), … | inhibition, % at 7.35 µM | 360,000 compounds, 0.4% hits | AID 588664, 2011; in the data active = inhibition above about 5%, passing the limit was not always enough
MLLE-PAM2 inh – inhibitors of PABP1 MLLE–PAM2 peptide binding, primary screen, biochemical, fluorescence polarization, FITC-PAM2, GST-MLLE. AID 588489, 2011. Polyadenylate-binding protein 1 (Homo sapiens), P11940. inhibition, % at 20 µM. 360,000 compounds, 0.36% hits; in the data active = inhibition above about 35%, passing the limit was not always enough;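 also: plate controls were DMSO wells with GST-MLLE for no effect and wells lacking GST-MLLE protein for full effect; some results filed as inactive read as strong as hits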
The depositor's hits bear a star; i = inactive; · = not tested or not shown.

SMILES	FAS-TE inh	Rpn11 block	NadD block	MT1-MMP act inh	CSN deneddyl inh	Neddyl block	SKN-1 block	Rin1-Abl PPI inh	MLLE-PAM2 inh
O=C(CS(=O)CC(=O)Nc1cnc2ccccc2c1)Nc1ccc(Cl)cc1 (centres undefined)	-3	i	-6	5	3	i	-8	1	6
O=C(Cc1csc(Nc2nc(=S)[nH]c3ccccc23)n1)NCc1ccc(Cl)cc1	-6	i	21	1	3	i	10	0	8
COc1ccccc1-c1ccc(/C=C2\C=CC(=O)O2)o1	-34	·	2	-16	77*	i	19	1	-79
O=C(O)C1CCCN1S(=O)(=O)c1cc(Cl)ccc1Cl (centres undefined)	-7	i	-3	3	2	i	6	1	9
CCOC(=O)C(=CNc1cc(C)nn1-c1ccc(C)cc1)C(=O)OCC	-5	i	-8	-9	-1	i	2	2	12
CC(C)C[C@H]1CN([C@@H](CC(C)C)CN2CCCC2CN2C(=S)NC[C@@H]2Cc2ccccc2)C(=S)N1CCc1ccccc1 (some centres undefined)	-126	·	22	-1	1	i	2	·	·
COc1ccc(CCCNC(=O)C2Cc3c(-c4cccc(C(C)=O)c4)ccnc3O2)cc1 (centres undefined)	15	i	-1	3	2	i	-6	5	6
Fc1cccc(NC(=S)NNc2ccccc2)c1	1	i	2	0	-2	i	5	0	8
CC(C(=O)Nc1ccccc1F)N1CCN(S(=O)(=O)c2ccc(C(F)(F)F)cc2)CC1 (centres undefined)	21	i	-1	-5	-11	i	1	3	4
O=C(C1CC(=O)N(c2ccc(F)cc2)C1)N1CCC(c2nc3ccccc3[nH]2)CC1 (centres undefined)	-2	i	2	3	-2	i	-8	2	3
CC1(C)COC(c2cccn2Cc2ccccc2Cl)=N1	5	i	0	0	-1	i	-5	4	-9
CC1CCN(C(=O)COC(=O)/C=C/c2ccc([N+](=O)[O-])cc2)CC1	6	i	-1	1	1	i	0	-1	-12
Oc1ccc(Br)cc1/C=N/n1c(C2CCCCC2)n[nH]c1=S	15	i	0	0	0	i	11	0	-81
Cc1ccc2cc(C#N)c(NCc3ccccc3)nc2c1	4	i	-4	-1	3	i	5	-19	11
O=C(Nc1cccc(NC(=O)c2cccs2)c1)c1ccc(Br)cc1	3	i	-5	2	-4	i	6	-1	-1
O=C(O)C1CCCCC1C(=O)Nc1ccc(F)cc1F (centres undefined)	-5	i	0	-1	-3	i	-4	0	0
CCC(CC)C(=O)c1c[nH]c(C(=O)O)c1	-4	i	-2	0	-9	i	1	3	7
C=CCOc1ccc(/C=C2\SC(=S)N(NS(=O)(=O)c3ccc(C)cc3)C2=O)cc1	43	i	17	7	10	i	1	0	-5
COc1ccc(NC(=S)Nc2ncccc2C)cc1OC	-1	i	-1	0	-18	i	-3	0	24
COc1cc2c(cc1OC)-c1cc(OCc3cccnc3)nc(=O)n1CC2	-22	i	3	2	0	·	-15	1	4
COc1ccc(Cc2nnc(SCC(=O)N3CCc4ccccc4C3)o2)cc1	-2	i	-3	0	-2	i	-11	2	7
CC(C)Oc1nc(-c2ccccc2Cl)nc2ccccc12	24	i	-4	1	1	i	10	-4	3
CC(C)(C)c1ccc(C(=O)NCC(=O)NCc2ccccn2)cc1	-9	i	-4	-1	1	i	2	0	3
CC(C)c1cc(NC(=O)CCl)on1	-4	i	1	-7	0	i	1	1	0
OC(c1cccc(F)c1)c1ncc(-c2ccc(C(F)(F)F)cc2)[nH]1 (centres undefined)	6	i	-8	8	0	i	5	0	6
Cc1cc(C)c[n+](CC(=O)c2cc3ccccc3oc2=O)c1	-12	i	-22	7	1	i	-20	-2	4
COc1ccc(-n2nnnc2SCC#CCO)cc1	-6	i	-2	-5	-2	i	0	-4	-58
CCCn1c(CNc2ccc(Br)cc2)nc2ccccc21	24	i	-1	-3	5	i	4	0	3
CCOCCCNC(=S)N1CCN(c2nc(-c3ccc(F)cc3)cs2)CC1	23	i	-5	-10	-1	i	5	1	-69
O=C(NNS(=O)(=O)c1ccccc1Cl)C1COc2ccccc2O1 (centres undefined)	-8	i	-4	-1	0	i	19	0	28
Cn1c(NC(=O)CC2CCCCC2)cc(=O)n(C)c1=O	0	i	-3	4	2	i	-2	-6	-8
C/C(=N\N=c1/scc(C)n1Cc1ccco1)c1cccc([N+](=O)[O-])c1	18	i	6	1	-2	i	-4	-1	2
CSc1ccc(C(=O)N2CCc3ccc(NC(=O)c4ccccn4)cc3C2)cc1	12	i	-2	4	-2	i	10	0	0
O=C(CSc1nnc(NC(=O)c2ccccc2F)s1)NCC1CCCO1 (centres undefined)	-5	i	3	1	-20	i	-7	3	-2
Cc1ccc(Oc2ncnc3sccc23)cc1	-2	i	3	3	0	i	7	0	-1
COc1ccc(S(=O)(=O)/C(C#N)=C/Nc2cccc(OC)c2)cc1	3	i	-12	5	-4	i	10	1	-11

12 of the compounds above, as comma-separated lines:
molecule,FAS-TE inh,Rpn11 block,NadD block,MT1-MMP act inh,CSN deneddyl inh,Neddyl block,SKN-1 block,Rin1-Abl PPI inh,MLLE-PAM2 inh
OC(c1cccc(F)c1)c1ncc(-c2ccc(C(F)(F)F)cc2)[nH]1 (centres undefined),6,i,-8,8,0,i,5,0,6
Cc1cc(C)c[n+](CC(=O)c2cc3ccccc3oc2=O)c1,-12,i,-22,7,1,i,-20,-2,4
COc1ccc(-n2nnnc2SCC#CCO)cc1,-6,i,-2,-5,-2,i,0,-4,-58
CCCn1c(CNc2ccc(Br)cc2)nc2ccccc21,24,i,-1,-3,5,i,4,0,3
CCOCCCNC(=S)N1CCN(c2nc(-c3ccc(F)cc3)cs2)CC1,23,i,-5,-10,-1,i,5,1,-69
O=C(NNS(=O)(=O)c1ccccc1Cl)C1COc2ccccc2O1 (centres undefined),-8,i,-4,-1,0,i,19,0,28
Cn1c(NC(=O)CC2CCCCC2)cc(=O)n(C)c1=O,0,i,-3,4,2,i,-2,-6,-8
C/C(=N\N=c1/scc(C)n1Cc1ccco1)c1cccc([N+](=O)[O-])c1,18,i,6,1,-2,i,-4,-1,2
CSc1ccc(C(=O)N2CCc3ccc(NC(=O)c4ccccn4)cc3C2)cc1,12,i,-2,4,-2,i,10,0,0
O=C(CSc1nnc(NC(=O)c2ccccc2F)s1)NCC1CCCO1 (centres undefined),-5,i,3,1,-20,i,-7,3,-2
Cc1ccc(Oc2ncnc3sccc23)cc1,-2,i,3,3,0,i,7,0,-1
COc1ccc(S(=O)(=O)/C(C#N)=C/Nc2cccc(OC)c2)cc1,3,i,-12,5,-4,i,10,1,-11

Looked up above.
Cc1cc(C)c[n+](CC(=O)c2cc3ccccc3oc2=O)c1 @ NadD block = -22
OC(c1cccc(F)c1)c1ncc(-c2ccc(C(F)(F)F)cc2)[nH]1 (centres undefined) @ MLLE-PAM2 inh = 6

Additional entries
SMILES	FAS-TE inh	Rpn11 block	NadD block	MT1-MMP act inh	CSN deneddyl inh	Neddyl block	SKN-1 block	Rin1-Abl PPI inh	MLLE-PAM2 inh
Nc1ccc2c3c(ccc([N+](=O)[O-])c13)CC2	-4	i	-1	7	-1	i	3	-14	7
CCOc1ncccc1C(=O)OCC(=O)N1CCN(S(=O)(=O)c2ccc(Cl)cc2)CC1	-4	i	-3	4	1	i	9	-1	-12
O=C1CC(c2ccccc2)CN1C(=O)c1cncc(Br)c1 (centres undefined)	1	i	-7	-5	2	i	2	2	-1
CC(C)(C)c1cccc(Cn2nnc3ccccc32)c1O	14	i	-2	8	5	i	1	2	-1
C=CCN(c1ccccc1)S(=O)(=O)c1ccc(Cl)c(C(=O)OCC(=O)NCCCN2CCCC2=O)c1	-1	i	-5	1	-2	i	-4	-4	3
N=c1oc2ccccc2cc1C(=O)NC1CCCCCC1	-1	i	-6	1	2	i	1	3	-49
COC(=O)c1cc(S(=O)(=O)NCC2CCN(Cc3ccc(Cl)cc3)CC2)c[nH]1	-4	i	-2	4	-1	i	-5	7	-5
COc1cc(NC(=O)CCCl)cc(-n2cnnn2)c1	-1	i	4	-1	-3	i	2	-2	9
COc1ccc(-c2nnc(SC(C)C(=O)Nc3ccc4c(c3)OCCO4)o2)cc1 (centres undefined)	-7	i	7	-2	6	i	7	2	-11
FC(F)(F)c1nnc(-c2ccccc2)nc1N1CCCC1	-7	i	2	3	-4	i	-16	-1	2
CCOC(=O)c1csc(NC(=O)c2cc(OC)c(OC)c(OC)c2)n1	-1	i	-3	-49	-1	i	15	-4	12
O=C(COC(=O)c1cc(-c2cccs2)nn1-c1ccccc1)Nc1cccc([N+](=O)[O-])c1	36	i	5	-6	6	i	4	-1	-13
COc1cc(Br)cc2cc(C(=O)N3CCCCC3C)c(=O)oc12 (centres undefined)	6	i	-6	1	1	i	14	-5	2
O=C(Nc1ccccc1)OCN1C(=O)c2ccccc2C1=O	-2	i	-3	2	-3	i	-11	-3	-4
Cc1c(C(=O)OCC(=O)NCCc2ccc(S(N)(=O)=O)cc2)oc2ccccc12	-5	i	1	6	-6	i	-7	3	14
Cc1ccc(-c2noc(C3CCCCC3)n2)cc1	10	i	0	0	2	i	3	0	5
C(=N\Nc1ccc2ccccc2n1)/c1ccc2c(c1)OCO2	15	i	3	1	-11	·	1	1	-21
COc1ccc(/C=C/C(=O)NCCOc2ccccc2OC)cc1	-6	i	-6	-3	-4	i	5	-2	-18
COc1ccc(CCNC(=O)C2(C)CCC(=O)N2Cc2ccc(C)cc2)cc1OC (centres undefined)	-5	i	1	-3	0	i	6	0	16
COc1ccccc1OCCn1cc(/C=C(\C#N)C(=O)NCc2cccs2)c2ccccc21	0	i	-1	-1	-10	i	6	3	17
